Source: PubChem BioAssay (Sanford-Burnham Center for Chemical Genomics)
TNAP Pi inh – inhibitors of human tissue-nonspecific alkaline phosphatase | AID 614 | purified TNAP, pNPP, malachite green phosphate absorbance | 21,000 tested, under 10 active | inhibition, % at 20 µM | P05186
Target sequence (P05186 whole entry, looked up): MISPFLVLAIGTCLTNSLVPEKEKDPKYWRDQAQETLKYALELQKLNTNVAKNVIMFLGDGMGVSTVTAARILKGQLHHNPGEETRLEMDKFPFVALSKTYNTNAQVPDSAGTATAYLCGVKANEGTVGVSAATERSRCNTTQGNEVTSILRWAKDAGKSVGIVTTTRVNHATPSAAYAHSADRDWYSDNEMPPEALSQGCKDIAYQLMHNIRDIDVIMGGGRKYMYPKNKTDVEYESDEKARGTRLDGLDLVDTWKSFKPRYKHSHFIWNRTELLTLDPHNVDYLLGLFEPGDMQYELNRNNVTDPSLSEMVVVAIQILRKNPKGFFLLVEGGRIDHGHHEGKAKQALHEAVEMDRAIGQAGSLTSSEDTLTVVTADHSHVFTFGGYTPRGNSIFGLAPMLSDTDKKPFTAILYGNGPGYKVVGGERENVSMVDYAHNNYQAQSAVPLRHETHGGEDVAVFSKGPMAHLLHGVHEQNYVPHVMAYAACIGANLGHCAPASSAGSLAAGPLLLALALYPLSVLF
TNAP pNPP inh – inhibitors of human tissue-nonspecific alkaline phosphatase. P05186. purified TNAP, pNPP hydrolysis, absorbance 405 nm. inhibition, % at 20 µM. 21,000 tested, under 10 active. AID 615;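 note: 0% = DMSO only wells and 100% = 1 mM levamisole wells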
An asterisk follows results filed as active.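 Rule for the calls: active = inhibition above 50% at the 20 µM single-dose screen; inactive = the rest.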

SMILES | TNAP Pi inh | TNAP pNPP inh
CN(C(=O)C1CCCO1)c1nnc(-c2cnccn2)s1 (centres undefined) | 10 | -2
CC1=CC(C)(C)Nc2ccc(OC(=O)c3cccnc3)cc21 | -36 | -5
CCOC(=O)Cn1c(=N)n(Cc2ccccc2F)c2ccccc21 | 4 | -2
O=C(COC(=O)C1CCCN1S(=O)(=O)c1ccc(Cl)cc1)Nc1ccc2c(c1)OCO2 (centres undefined) | -14 | 2
Cc1ccc(N2C(=O)CC(Cn3nc(C)cc3C)C2=O)cc1 (centres undefined) | -29 | -1
Cc1nc2ccccc2c(=O)n1NC(=O)c1c(O)c2ccccc2n(C)c1=O | -2 | -5
CCc1ccccc1NC(=O)CSc1nnc([C@@H]2CCCN2C(=O)OC(C)(C)C)o1 | 13 | 3
CCC(C)n1cnc2c(c1=O)c1nc3ccccc3nc1n2Cc1ccc2c(c1)OCO2 (centres undefined) | -1 | 5
COC(=O)c1cc(NC(=O)CSc2nc(C)cc(=O)[nH]2)cc(C(=O)OC)c1 | 0 | 0
CC(C)(C)OC(=O)N1CCOCCOCCN(C(=O)OC(C)(C)C)CCOCC1 | 10 | 4
CC(=O)N1CCN(C(=O)CCc2c[nH]c3ccccc23)CC1 | 8 | 4
O=C(NCc1ccccn1)c1ccc(Cl)cc1Cl | 10 | 4
CN1C(=O)c2c(sc3c2CCCC3)NC1c1ccccc1O (centres undefined) | 7 | 2
Cc1cc(NC(=O)c2cnn3cccnc23)n(-c2ccccc2)n1 | 6 | 4
COc1ccc(N2C(=O)CC(Cc3ccccc3)C2=O)cc1 (centres undefined) | 6 | 1
O=C(O)c1ccccc1C(=O)OCc1ccccc1 | 2 | -3
CCOC(=O)c1c(C)[nH]c(C(=O)COC(=O)c2cnc(C)cn2)c1C | 10 | -4
CCc1nc(SCC(=O)Nc2cc(C)on2)c2c(C)c(C)sc2n1 | 0 | 3
Cc1ccccc1-n1nnnc1-c1ccccc1 | 13 | 8
CCC1CCCCN1c1nc(-c2cccc(OC)c2O)nc2ccccc12 (centres undefined) | 10 | 5
COc1ccc(Nc2oc(-c3cccs3)nc2C#N)cc1 | 6 | 3
COc1ccc(S(=O)(=O)N2CCC(n3cnc4cc(C(F)(F)F)ccc43)CC2)cc1 | -3 | -7
O=C1CCCC2=C1C1(CCCC1)N=C(Nc1nc3ccccc3o1)N2 | 7 | -1
c1ccc2c(c1)[nH]c1c(N3CCSCC3)ncnc12 | 8 | 3
Nc1c(C(=O)NCC2CCCO2)c2nc3ccccc3nc2n1/N=C/c1ccncc1 (centres undefined) | -7 | -8
CN(C)S(=O)(=O)c1cccc(C(=O)N(Cc2ccc(F)cc2)Cc2ccco2)c1 | 3 | 0
Cc1ccc(C=Nc2ccc(N(C)C)cc2)o1 | 2 | 4
Cc1ccccc1N1C(=O)N(c2cccc(C(F)(F)F)c2)C2CS(=O)(=O)CC21 (centres undefined) | 20 | 4
Nc1[nH]c(=S)[nH]c(=O)c1-c1ccccc1 | 5 | -1
O=S(=O)(c1cccs1)N1CN(CC2CCCO2)c2nc3ccccc3nc21 (centres undefined) | 12 | 5
COc1ccc(Cl)cc1NC(=O)C1CC(=O)N(c2ccc(F)cc2)C1 (centres undefined) | 4 | 1
O=C(NCc1ccc(Cl)cc1)c1cc2c(nc3sccn32)s1 | 12 | -1
NC(=O)c1nsc(C(=O)N(CC(=O)NCc2ccc3c(c2)OCO3)C2CCCCC2)c1N | 6 | 1
COC(=O)CSc1nnc(-c2ccco2)n1-c1ccc(C)cc1 | 11 | 2
Cc1cc(C)n2c3c(c(C#N)c2n1)CC(C)(C)OC3 | 0 | 0
COc1ccc(C(=O)C(OC(=O)CNC(=O)c2ccco2)c2ccccc2)cc1 (centres undefined) | -2 | -6
O=C(Nc1ccon1)C(Sc1ccccc1)c1ccccc1 (centres undefined) | -23 | 0
ONC=Nc1cccc2nonc12 | 6 | 1
CCCOc1ccc(Cc2nc(N)nc(N)n2)cc1 | 0 | -7
O=C(CN1C(=O)NC2(CCCCCCC2)C1=O)N1CCOCC1 | 8 | 3
COc1ccc(NS(=O)(=O)c2ccc(NC(=O)C(C)(C(F)(F)F)C(F)(F)F)cc2)nn1 | 3 | 3
Cc1ccc(-n2c(C)c3c(C)nnc(C)c3c2C)cc1 | 10 | 9
Cc1cc(N2CCN(C3CCCC3)CC2)n2nc(C)c(-c3ccccc3)c2n1 | 7 | -1
C=CCn1c(=N)c(C(=O)OCC)cc2c(=O)n3cc(C)ccc3nc21 | 3 | -1
O=C(OCc1cc(Cl)ccc1OC(F)F)c1cc(S(=O)(=O)O)ccc1O | 9 | 1
CC(C)c1ccc(NC(=O)COC(=O)C2=COCCO2)cc1 | 5 | 6
COc1ccc2c(c1)C(NC(C)=O)C(=O)N2C (centres undefined) | -2 | 3
O=C(c1ccc(Cl)cc1)C1CCN(C(=O)N2CCOCC2)CC1 | 16 | 6
O=C1CC(NCc2ccc3c(c2)OCO3)C(=O)N1Cc1ccc2c(c1)OCO2 (centres undefined) | 0 | 0
COc1ccc(NC(=O)CN(C)S(=O)(=O)c2ccccc2)cc1OC | 0 | 0
Cc1cc(=O)oc2ccc(OC(=O)c3cccc(S(=O)(=O)N4CCOCC4)c3)cc12 | 7 | 3
CCC(C)(C)NC(=O)C(c1cccnc1)N(CCOC)C(=O)Cn1nnc2ccccc21 (centres undefined) | 8 | 3
c1ccc2c(c1)nc1n2CCS1 | 6 | 8
N#C/C(C(=O)Oc1ccccc1)=C1\C=CC=CN1 | 6 | 2
O=C1c2ccccc2C(=O)N1OCCOCCOCCON1C(=O)c2ccccc2C1=O | 14 | 5
CC(C)(C)c1cc(C(c2cccnc2)N2CCN(CCO)CC2)cc(C(C)(C)C)c1O (centres undefined) | 11 | 8
O=C1C2ON(c3ccccc3)C(c3cccnc3)C2C(=O)N1c1ccccc1 (centres undefined) | 9 | 6
CC1CCc2nc(N)c(C#N)c(-c3cccn3C)c2C1 (centres undefined) | 13 | 8
FC(F)(F)c1cc(-c2cccs2)nc(N2CCOCC2)n1 | 3 | 8
CC(C)C[C@H]1C(=O)N2CCC[C@H]2[C@]2(O)O[C@](NC(=O)[C@@H]3C=C4c5cccc6[nH]c(Br)c(c56)CC4N(C)C3)(C(C)C)C(=O)N12 (some centres undefined) | 11 | 3

Continued (two carried over from the part before).
SMILES | TNAP Pi inh | TNAP pNPP inh
FC(F)(F)c1cc(-c2cccs2)nc(N2CCOCC2)n1 | 3 | 8
CC(C)C[C@H]1C(=O)N2CCC[C@H]2[C@]2(O)O[C@](NC(=O)[C@@H]3C=C4c5cccc6[nH]c(Br)c(c56)CC4N(C)C3)(C(C)C)C(=O)N12 (some centres undefined) | 11 | 3
CNC(=O)c1ncnnc1N(C)C(=O)NCc1ccccc1 | 5 | 2
Cn1c(=O)[nH]c(=O)c2c1nc(Br)n2CCCCSc1nc2ccccc2o1 | 1 | -3
Cn1c(=O)n(C)c2cc(S(=O)(=O)NCCc3ccccc3)ccc21 | 8 | 1
O=C(OCC(=O)N1CCCCC1)c1cc2ccccc2cc1O | 0 | -1
O=C(CSc1nc2ncc(Br)cc2[nH]1)Nc1ccc2c(c1)OCO2 | 10 | 4
COC(=O)c1[nH]c2cc(OC)ccc2c1NC(=O)CN1CCN(c2cccc(C)c2)C(C)C1 (centres undefined) | 11 | 4
O=C1CCC(C(=O)Nc2cccc3ccccc23)N1 (centres undefined) | 3 | -1
N#Cc1cccc(NC(=O)N2CCC(c3nc4c(nnn4Cc4cccc(Cl)c4)c(=O)[nH]3)CC2)c1 | 14 | 5
Cc1ccc(Cn2c(SCC(C)C)nc3c2c(=O)[nH]c(=O)n3C)cc1 | 7 | 1
O=C(c1ccc(Cl)cc1)c1ccc(OCC(O)CN2CCOCC2)cc1 (centres undefined) | 11 | 2
CC(=O)NC(C1C(=O)CC(C)(C)CC1=O)(C(F)(F)F)C(F)(F)F | 2 | -4
Cc1cc(Cl)c(OCCCn2cncn2)c(Br)c1 | 11 | 5

Taken from the entries so far, 4 compounds:
SMILES | TNAP Pi inh | TNAP pNPP inh
CNC(=O)c1ncnnc1N(C)C(=O)NCc1ccccc1 | 5 | 2
Cn1c(=O)[nH]c(=O)c2c1nc(Br)n2CCCCSc1nc2ccccc2o1 | 1 | -3
Cn1c(=O)n(C)c2cc(S(=O)(=O)NCCc3ccccc3)ccc21 | 8 | 1
O=C(OCC(=O)N1CCCCC1)c1cc2ccccc2cc1O | 0 | -1

Part of the list above in order of count of non-hydrogen atoms, low to high.
SMILES | TNAP Pi inh | TNAP pNPP inh
Cc1cc(Cl)c(OCCCn2cncn2)c(Br)c1 | 11 | 5
O=C1CCC(C(=O)Nc2cccc3ccccc23)N1 (centres undefined) | 3 | -1
CNC(=O)c1ncnnc1N(C)C(=O)NCc1ccccc1 | 5 | 2
Cc1ccc(Cn2c(SCC(C)C)nc3c2c(=O)[nH]c(=O)n3C)cc1 | 7 | 1
N#Cc1cccc(NC(=O)N2CCC(c3nc4c(nnn4Cc4cccc(Cl)c4)c(=O)[nH]3)CC2)c1 | 14 | 5

(more compounds)
SMILES | TNAP Pi inh | TNAP pNPP inh
C=CCn1c(=S)[nH]c2nc3c(cc2c1=O)COC(C)(C)C3 | 6 | 2
CCn1c(SCC(=O)Nc2nc(C)cs2)nnc1C(NC(=O)c1ccccc1Cl)C(C)C (centres undefined) | 6 | 0
CC(=O)NC1(C(F)(F)F)C(=O)Nc2c1c(=O)[nH]c(=O)n2Cc1ccco1 (centres undefined) | 17 | 2
O=C(CSc1nnc(-c2cnccn2)n1Cc1ccco1)c1ccc2ccccc2c1 | 9 | 5
CCOC(=O)CSc1nnc(CNc2ccccc2Cl)n1-c1ccccc1 | 1 | -2
Cc1c(Cl)cccc1Nc1ccccc1C(=O)O | 6 | 3
CCOC(=O)C1/C(=N\O)CC(C)(O)C(C(=O)OCC)C1c1ccc(N(C)C)cc1 (centres undefined) | 6 | 4
c1cncc(CNc2nc(N3CCOCC3)nc(N3CCOCC3)n2)c1 | 4 | -1
Cc1cc(Cl)ccc1OCCCC(=O)N1CCN(C(=O)c2ccco2)CC1 | 6 | -13
Cc1ccc(/C=c2\sc3nc(-c4cccs4)nn3c2=O)o1 | 4 | 0
CC1(C)Cc2c(sc3c4nnnn4c4nnnn4c23)CO1 | 0 | 0
CC1(C)NC(=O)N(CC(O)COc2ccccc2-c2ccccc2)C1=O (centres undefined) | 10 | 6
CCOC(=O)CNC(=O)CSc1nnc(COc2ccc(Cl)cc2)n1CC | 11 | 3
c1ccc(CCN2CCN(c3ncnc4c3cnn4-c3ccccc3)CC2)cc1 | 0 | 0
Nc1cc(=O)[nH]c(=O)n1Cc1ccco1 | -23 | 4
CCOC(=O)N1CCN(Cc2nc3c(c(=O)n(C)c(=O)n3C)n2Cc2ccccc2C)CC1 | 1 | 1
CN1C(=O)CC(N2CCN(C(c3ccccc3)c3ccccc3)CC2)C1=O (centres undefined) | -19 | 3
O=C(CNC(=O)c1cccs1)NC1=NCCS1 | 10 | 4
CC1CN(C2CCCCC2)c2nc3c(c(=O)n(C)c(=O)n3C)n2C1 (centres undefined) | 8 | 5
O=C(CSc1nc2ccccc2o1)Nc1ccc(N2CCOCC2)c(Cl)c1 | 0 | 0
N#Cc1ccc(OCc2nnc(SCC(=O)N3CCCc4ccccc43)n2-c2ccccc2)cc1 | 3 | -6
Cn1c(=N)n(CC(O)c2ccco2)c2ccccc21 (centres undefined) | 8 | 4
Cc1cc(C)nc(N2CCN(c3ncnc4c3oc3ccccc34)CC2)n1 | 3 | 5
Cc1cc(N2C(=O)C(=O)/C(=C(/O)c3ccc(F)cc3)C2c2cccc(Br)c2)no1 (centres undefined) | 0 | 0
O=S(=O)(Nc1ncnc2c1oc1ccccc12)c1ccc(Cl)s1 | 6 | -3
Cc1ccc(-c2noc(C3CCCN(C(=O)c4c(F)cccc4F)C3)n2)cc1 (centres undefined) | 9 | 8
OCCN1CN=C(Nc2nc3ccccc3s2)NC1 | 12 | 6
O=C(O)c1cccc(Nc2ncnc3ccccc23)c1 | -1 | 6
CC(O)c1nc2ccccc2n1C/C=C/c1ccccc1 (centres undefined) | 18 | 6
O=C(Cn1cc(C(F)(F)F)ccc1=O)N1CCN(S(=O)(=O)c2ccccc2)CC1 | 6 | 4
CCOC(=O)N1CCN(S(=O)(=O)c2ccc(OC)c(Cl)c2Cl)CC1 | 5 | 0
CCCc1nc2ccccc2n2cc3c(=O)n(C)c(=O)n(C)c3c12 | 8 | 4
CC(C)(C)c1ccc(-c2nc(-c3ccncc3)no2)cc1 | 0 | 0
COC(=O)C1=C(C)OC(N)=C(C#N)C1c1cc(OC)c(OCC(N)=O)cc1Cl (centres undefined) | 4 | 1
COc1ccc(-c2cn[nH]c2N)c(OC)c1 | 5 | -6
Cn1c(N2CCC(C(N)=O)CC2)nc2c1c(=O)n(Cc1ccc(Cl)cc1)c(=O)n2C | -2 | 2
CC(C)c1cc(NCCCN2CCOCC2)n2c(nc3ccccc32)c1C#N | 7 | 1
CCOCCCNC(=O)c1ccccc1SC | 2 | 0
CCOC(=O)C1=C(N)Oc2cc(C)oc(=O)c2C1c1cccnc1 (centres undefined) | 10 | -5
CSCC[C@H](NC(=O)NCc1ccccc1F)C(=O)O | 6 | 1
CC(C)C[C@H](NC(=O)NCc1ccccc1Cl)C(=O)O | -5 | 3
Cc1nnc(NC(=O)c2ccccc2Br)s1 | -7 | 11
Cc1nc2ccccn2c1/C(O)=C1\C(=O)C(=O)N(CCCn2ccnc2)C1c1ccncc1 (centres undefined) | 0 | 5
COCCN(CCOC)Cc1c(O)ccc2c3c(c(=O)oc12)CCC3 | 7 | 4
CCCCOc1ccc(CSC(CC(=O)O)C(=O)O)cc1 (centres undefined) | 5 | 3
CS(=O)(=O)N1CCN(c2ccccc2F)CC1 | 21 | 6
CN1CCN(C(=O)c2ccc(S(=O)(=O)c3ccc(Br)cc3)cc2)CC1 | 7 | 3
Cc1cc(C)c2c(=O)c3c(oc2c1)C(=O)N(CCO)C3c1cccc(O)c1 (centres undefined) | 5 | 6

These rows are one share of the data, so the mix of outcomes need not match the whole.
